From PubChem
KCNH2 3.1 inh – qHTS for Inhibitors of KCHN2 3.1: Mutant qHTS; Potassium voltage-gated channel subfamily H member 2, brain isoform KCNH2 3.1 (human); U2OS KCNH2 3.1, thallium flux FluxOr; stronger effect = lower value; activity change, % (tested at about 1.8 µM); hit rate 0.95% among 340,000;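 active = maximum activity change below -70%; inconclusive = maximum activity change from -70% to -50%; inactive = maximum activity change above -50%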;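 note: thallium influx rate constant from kinetic fluorescence after stimulation buffer; % is set by controls: 0 for no effect and ±100 for the full control effect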
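Thallium flux read-out: FluxOr dye with Red40 quencher in HBSS/HEPES, 45 min at RT. Rate constants from kinetic reads were normalized to positive and negative DMSO controls. Cells: U2OS virally expressing the 3.1 isoform.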
KCNH2 WT inh – qHTS for Inhibitors of KCHN2 3.1: Wildtype qHTS | Voltage-gated inwardly rectifying potassium channel KCNH2 (Homo sapiens), Q12809 | U2OS, BacMam KCNH2, thallium flux FluxOr; stronger effect = lower value | activity change, % at 1.84 µM | hit rate 0.37% among 340,000 | AID 720551, 2013;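 active = maximum activity change below -70%; inconclusive = maximum activity change between -70% and -50%; inactive = maximum activity change above -50%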; note: % is set by controls: 0 for no effect and ±100 for the full control effect
Target sequence (Q12809 whole entry, looked up): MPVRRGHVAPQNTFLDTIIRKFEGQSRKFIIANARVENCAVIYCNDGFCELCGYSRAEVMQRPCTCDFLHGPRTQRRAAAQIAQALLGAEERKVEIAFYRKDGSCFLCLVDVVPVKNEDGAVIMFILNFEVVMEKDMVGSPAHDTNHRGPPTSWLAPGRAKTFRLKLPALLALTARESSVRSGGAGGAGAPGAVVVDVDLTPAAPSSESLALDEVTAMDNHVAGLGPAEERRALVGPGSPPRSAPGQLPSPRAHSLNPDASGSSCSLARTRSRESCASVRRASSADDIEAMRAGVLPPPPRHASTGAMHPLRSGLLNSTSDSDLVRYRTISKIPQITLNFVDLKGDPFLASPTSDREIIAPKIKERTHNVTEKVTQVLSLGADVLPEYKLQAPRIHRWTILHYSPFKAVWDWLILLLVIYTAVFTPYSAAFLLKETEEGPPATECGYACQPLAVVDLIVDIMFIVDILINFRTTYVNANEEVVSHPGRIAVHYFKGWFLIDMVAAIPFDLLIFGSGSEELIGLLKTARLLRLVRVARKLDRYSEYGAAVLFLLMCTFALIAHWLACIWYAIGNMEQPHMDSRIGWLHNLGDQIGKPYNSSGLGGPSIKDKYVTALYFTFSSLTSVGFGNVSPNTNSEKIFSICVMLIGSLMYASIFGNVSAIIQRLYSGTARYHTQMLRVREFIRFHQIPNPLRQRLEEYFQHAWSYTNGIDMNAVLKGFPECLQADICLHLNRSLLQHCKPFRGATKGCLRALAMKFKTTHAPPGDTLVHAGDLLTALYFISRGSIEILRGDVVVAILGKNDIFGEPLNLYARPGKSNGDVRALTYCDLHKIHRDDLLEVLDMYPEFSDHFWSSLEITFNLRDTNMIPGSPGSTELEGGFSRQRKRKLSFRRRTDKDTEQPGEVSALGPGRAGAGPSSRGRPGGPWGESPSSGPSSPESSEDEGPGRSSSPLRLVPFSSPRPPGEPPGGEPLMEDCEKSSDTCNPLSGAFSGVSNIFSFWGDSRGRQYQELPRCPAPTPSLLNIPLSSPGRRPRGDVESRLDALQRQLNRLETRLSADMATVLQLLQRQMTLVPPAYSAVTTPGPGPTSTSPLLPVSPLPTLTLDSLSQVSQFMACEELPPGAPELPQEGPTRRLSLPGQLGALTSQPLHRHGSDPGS
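U2OS cells transduced with wild-type KCNH2 virus are loaded with FluxOr dye for 45 min, and thallium flux is measured in kinetic reads before and after stimulation buffer. Rate constants are normalized to DMSO controls.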
Mito fusion yeast – qHTS Assay for Small Molecule Inhibitors of Mitochondrial Division or Activators of Mitochondrial Fusion; AID 485298, 2010; hit rate 0.23% among 320,000; Potency, µM (highest dose often 46.1 µM), for the others: at the highest dose growth rescue (activation), actives largely listed as activators; S. cerevisiae fusion-defective mutant growth rescue, CellTiterGlo 48 h;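 note: potency is the fitted concentration of half-maximal effect; % of control where 0% means no effect; nearly all actives have a fitted effect of over 45% in size; temperature-sensitive fusion mutants such as fzo1-1 at 37 °C on non-fermentable ethanol glycerol medium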
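Growth-rescue viability read-out: after 48 h at the non-permissive 37C in glycerol/ethanol YPEG, yeast mitochondrial fusion mutants are measured by CellTiterGlo luminescence; compounds (23 nl pinned per well) restoring growth score as division inhibitors or fusion activators.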
ELG1 repair inh – qHTS screen for small molecules that inhibit ELG1-dependent DNA repair in human embryonic kidney (HEK293T) cells expressing luciferase-tagged ELG1; Potency, µM (highest dose often 46.1 µM), for inactives: at the top dose activity change, negative = inhibition, most hits filed as inhibitors; hit rate 2.3% among 330,000; HEK293T ELG1-luciferase reporter, luminescence, 16 h; DNA damage induced by 5-fluorouridine; note: potency is the fitted concentration of half-maximal effect; % is set by controls: 0 for no effect and ±100 for the full control effect; nearly all actives have a fitted effect of over 55% in size
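Step one: seed 2,000 cells per well. Step two: pin-transfer compound or DMSO alongside 5-fluorouridine. Step three: incubate 16 hr, 37 °C, 5% CO2. Step four: add ONE-Glo, wait 30 min, read luminescence.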
A-T KAP1 phos – qHTS Assay for Identifying a Potential Treatment of Ataxia-Telangiectasia. […] A-T fibroblasts, KAP-1 phosphorylation AlphaLISA; neocarzinostatin DNA damage 30 min before lysis. hit rate 0.19% among 320,000. Potency, µM (series often up to 57.5 µM), for the others: at the highest dose activation, actives largely listed as activators; note: potency is the fitted concentration of half-maximal effect; % of control where 0% means no effect; nearly all actives have a fitted effect of over 45% in size
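hTERT-immortalized A-T patient fibroblasts ([…]), 500 cells/well in OPTI-MEM, 1% FBS, got compounds for 60 min, then NCS for 30 min at 37C. Lysates were then assayed for phospho-KAP-1 by AlphaLISA (anti-pKAP1 donor, anti-KAP1 acceptor beads), 6 hr at 25C.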
Eya2 phos inh – qHTS Assay for Inhibitors of the Phosphatase Activity of Eya2; recombinant Eya2, OMFP fluorescence dephosphorylation (OMFP is methylfluorescein phosphate); Potency, µM (top dose mostly 76.9 µM), without a hit: at the top dose activity, negative = inhibition, most hits filed as inhibitors; hit rate 0.006% among 330,000; note: potency is the fitted concentration of half-maximal effect; % is set by controls: 0 for no effect and ±100 for the full control effect
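Eya2 protein (added as 0.2 uM solution) was preincubated with compound for 10 min at ambient temperature in 50 mM HEPES pH 7.5, 50 mM NaCl, 5 uM MgCl2, 0.05% BSA, 1 mM DTT. OMFP (added at 50 uM) then reacted 10 min; fluorescence read at 485/525 nm.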
TSHR antagonist – Antagonists of the Thyroid Stimulating Hormone Receptor: HTS campaign; Thyrotropin receptor (Homo sapiens), P16473; TSHR-expressing cells, TSH-stimulated cAMP HTRF, 2 h; stronger effect = lower value; activity change, negative = inhibition, % at 11.5 µM; hit rate 0.2% among 330,000;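 active = activity change below a set negative limit, meaning inhibition stronger than a set level, cut at about -70% in these data; inconclusive = activity change between two set negative limits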; note: % is set by controls: 0 for no effect and ±100 for the full control effect
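Inhibition of cAMP made by TSHR-expressing cells under TSH stimulation (4nM final, EC80; 2 h, 37 deg C) is quantified with a one-step lysis HTRF kit, anti-cAMP cryptate versus cAMP-d2.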
TCR act – Activators of T cell receptors: qHTS campaign; primary human leukocytes, anti-CD3, IL-2 HTRF, 48 h; Potency, µM (series often up to 9.22 µM), without a hit: at the highest dose activation of IL-2 secretion, actives largely listed as activators; 330,000 tested, under 10 active; AID 504894, 2011; note: % of control where 0% means no effect
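IL-2 produced over 48 hr by a-CD3 bead-stimulated primary human leukocytes exposed to compounds was detected with a homogeneous time-resolved FRET immunoassay, 665nm acceptor signal after 320nm excitation.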
USP2a block – qHTS Assay for Inhibitors of Ubiquitin-specific Protease USP2a Using CHOP2 as the Reporter. Ubiquitin carboxyl-terminal hydrolase 2 (Homo sapiens), O75604. USP2 core, Ub-CHOP2 coupled fluorogenic reporter, 485/531. Potency, µM (titrated, usually from 38.3 µM), without a hit: at the top dose activity change, negative = inhibition, hits mostly inhibitors. hit rate 0.01% among 330,000. AID 463254, 2010;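 note: potency is the fitted concentration of half-maximal effect; plate controls were DMSO wells for no effect and full inhibition by NEM control for full effect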
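USP2 core (10nM final) preincubated 30min RT with compound in 20mM Tris-HCl pH 8.0, 2mM CaCl2, 2mM beta-mercaptoethanol, 0.05% CHAPS; 25nM Ub-CHOP2 plus 25nM reporter substrate added, fluorescence (Ex485/Em531) read after 60min.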
TRPV1 ag – HTS Assay for Compounds that Act as Agonists of the Vanilloid Receptor 1; Transient receptor potential cation channel subfamily V member 1 (Homo sapiens), Q8NER1; TRPV1-expressing cells, Fluo-8 calcium influx, agonist mode; activation, % at 8.33 µM; hit rate 0.19% among 320,000; in the data active = activation above about 80%; inconclusive = between about 30% and that limit; note: 0% is about no effect
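Cells expressing TRPV1 were dye-loaded with Fluo-8 and read kinetically: 10 s baseline, 3 min after compound (agonist portion), then 2 min after EC20 capsaicin (allosteric enhancer portion). Calcium-bound dye fluorescence at 480/520 nm.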
Active calls of the source: *; ? = inconclusive; . = no result given; [ ] = dose if it differs, or a comment. Unless noted, calls come from the whole dose curve; as a rule, active = well fitted curve in the direction sought with a large enough effect; inconclusive = small, poorly fitted or top-dose-only effect, or another doubt; inactive = no such curve, though single readings can be large; an effect the other way counts as inactive or inconclusive.

SMILES | KCNH2 3.1 inh | KCNH2 WT inh | Mito fusion yeast | ELG1 repair inh | A-T KAP1 phos | Eya2 phos inh | TSHR antagonist | TCR act | USP2a block | TRPV1 ag
Cc1ccc(SCC(=O)NNC(=O)CCS(=O)(=O)c2ccc(C)cc2)cc1 | -25.8 | 4.8 | . | 3.2% | 13.2% | 0.9% | 0.0 | -0.7%[46.1 µM] | -0.2% | .
Cc1ccc(C)c(S(=O)(=O)Nc2ccc3sc(C)nc3c2)c1 | -4.1 | 0.9 | ? | ? | . | 0.3% | -8.7 | 5.9%[46.1 µM] | 0.0% | -1.8
Cc1ccc(CN2CCN(Cc3cccn3-c3nccs3)CC2CCO)cc1 (centres undefined) | -88.3* | -26.9 | 3.0% | -10.3% | -1.3% | 10.4% | 10.4 | -0.3% | -0.3% | 3.3
CCCC1C2C(=O)N(c3ccccc3)C(=O)C2ON1c1ccccc1 (centres undefined) | 8.4 | -1.3 | -0.1% | -0.9% | 2.8% | 19.1% | -6.0 | -3.2% | -0.1% | 4.1
Cn1c(N)c(C(=O)COC(=O)CNC(=O)c2ccccc2F)c(=O)n(C)c1=O | -3.1 | -12.0 | . | ? | 7.7% | 2.9% | 3.4 | 2.0%[46.1 µM] | -6.3% | .
O=C(O)c1ccccc1N(Cc1ccccc1)C(=O)COc1ccccc1 | 5.2 | -3.3 | 0.2% | -2.4% | 4.1% | -2.5% | -0.8 | -1.3% | -0.5% | -0.3
Cc1[nH]nc(-c2ccc(OCc3cnn(-c4ccccc4)c3)cc2O)c1Oc1ccc(F)cc1 | -8.7 | 2.9 | 1.4% | 7.8% | -0.1% | -0.3% | -7.3 | -0.1% | 0.6% | 0.4
COc1ccccc1NC(=O)N1CCCC(CNC(=O)c2ccccc2Cl)C1 (centres undefined) | 10.0 | -9.0 | -0.7% | -4.6% | -6.3% | ? | -7.7 | 0.7% | 3.2% | 2.4
COCCn1c(SCC(=O)N2CCOCC2)nnc1-c1ccco1 | 5.9 | 10.2 | 2.2% | -1.7% | 2.0% | -1.4% | -5.3 | -3.1% | 0.4% | 0.3
O=C(Nc1cccc(C(=O)N2CCOCC2)c1)NC1CCCCC1 | . | 4.0 | -1.0% | -1.1% | 5.3% | -3.8% | -5.8 | 0.6% | 3.4% | -0.1
O=C(O)c1cccc(Cn2c(Cl)c(/C=N/NC(=O)c3ccccc3O)sc2=O)c1 | -2.6 | -3.7 | -4.9% | 1.1% | 1.8% | -26.7% | -10.8 | -3.4% | 7.7% | .
COc1cc2c(cc1O)CCN(C(=O)c1ccco1)C2C (centres undefined) | 2.2 | -19.0 | -16.5% | 5.4% | 0.5% | 13.5% | -10.8 | -5.7% | 3.0% | 1.8
Cc1ccccc1N(CC(=O)NC1CCCC1)C(=O)C1(C)CC(=O)N=C2C=CC(Cl)=CN21 (centres undefined) | -3.4 | -1.0 | 0.7% | 11.3% | 21.4% | -9.2% | 22.4 | -0.4% | 1.7% | -4.4
O=C(c1cc(-c2ccccc2Cl)nc2ccccc12)N1CCN(c2ccccn2)CC1 | -29.0 | 14.0 | . | 23.1µM* | . | -15.3% | -3.2 | 3.9% | -0.6% | .
CCOc1ccc(N2C(=O)C3Sc4[nH]c(=O)sc4C(/C=C/c4ccccc4)C3C2=O)cc1 (centres undefined) | -2.7 | 2.8 | 6.8% | 11.9% | -0.8% | -13.5% | -16.1 | -0.6%[46.1 µM] | 0.4% | 11.2
COc1cc(CCCN2CCNC[C@@H]2c2ccccc2)cc(OC)c1OC | 15.5 | 5.2 | . | 16.3% | 8.0% | -6.1% | 0.9 | 0.4% | 1.3% | .
CCOC(=O)N1CCN(C(=O)CSc2nc3ccccc3c(=O)n2-c2ccccc2)CC1 | 16.1 | 1.9 | 5.5% | ? | 12.7% | 2.3% | -6.1 | 0.4% | -1.0% | 0.3
O=C(CC(NC(=O)c1ccccc1Cl)c1ccccc1)NCCc1ccc(Cl)cc1 (centres undefined) | 3.5 | 4.4 | -1.5% | 16.1% | -12.4% | 1.5% | -10.3 | -0.1%[46.1 µM] | 1.0% | -0.2
CC1=C(C(=O)Nc2ccccc2)C(c2coc3ccccc3c2=O)C2=C(CCCC2=O)N1 (centres undefined) | 1.6 | 2.7 | -16.5% | 2.9% | -3.3% | -2.5% | 3.6 | 3.0%[46.1 µM] | 1.6% | 4.0
O=C(CSc1nnc(Nc2ccccc2F)s1)NC1CCS(=O)(=O)C1 (centres undefined) | 3.4 | 1.7 | . | ? | 15.0% | -19.2% | . | . | 9.6% | .
COc1ccc(/C=C/C(=O)c2cc(Cl)ccc2O)c(OC)c1 | -16.3 | -2.2 | -5.5% | ? | 16.2% | 5.2% | -16.8 | -0.5% | 0.0% | 6.0
Cc1ccc(CNC(=O)C2CC(=O)OC23CCCC3)c(C)c1 (centres undefined) | -1.4 | 16.6 | 3.8% | -3.4% | -2.9% | -18.0% | 4.1 | -5.6%[46.1 µM] | -7.4% | -0.2
N#CCCN(Cc1cccnc1)C(=S)NC(=O)C1CC1 | . | . | -0.2% | 11.4% | -1.3% | -24.0% | 10.8 | . | 0.7% | 2.0
O=C(COC(=O)C1CCN(S(=O)(=O)c2cccc3cccnc23)CC1)c1ccc([N+](=O)[O-])cc1 | -9.9 | -4.8 | -0.7% | 17.9% | 4.3% | -1.6% | 5.3 | 1.4% | -0.8% | -2.7
Cc1cc(Cl)ccc1NS(=O)(=O)c1c(C)[nH]c(=O)[nH]c1=O | 7.4 | 2.8 | 3.6% | 17.3% | 3.9% | 7.0% | -0.4 | -0.7% | 3.1% | -0.1
CCOc1ccc(NC(=O)CN(C)C(=O)CCCOc2ccc(Br)cc2)cc1OCC | 5.3 | -4.8 | 8.9% | -18.1% | 1.1% | 0.7% | -16.0 | 2.5% | -0.1% | 1.7
CCC(=O)N1CCc2cc(Br)cc(S(=O)(=O)CCC(=O)N(CC)CC)c21 | -0.4 | -1.2 | 4.1% | 14.2% | 1.7% | 0.6% | -1.7 | 3.9% | -0.3% | -1.3
O=C(COC(=O)Cn1cnc2ccccc2c1=O)Nc1ccccc1OC(F)F | 6.0 | 6.1 | . | -3.8% | -6.8% | -8.2% | -11.9 | 1.0% | 2.8% | .
COCCn1c(=O)[nH]c(=O)c2c(C(F)(F)F)cc(-c3cccs3)nc21 | 14.5 | 15.8 | 7.1% | ? | 3.5% | 1.8% | 0.0 | -4.4%[46.1 µM] | 3.8% | -1.4
CC(C)(C)c1ccc(C(=O)NCC(=O)OCC(=O)Nc2ccc3c(c2)OCCO3)cc1 | 0.9 | . | -1.5% | ? | -4.7% | -15.2% | 7.0 | 5.3%[46.1 µM] | -5.0% | 12.9
CC(=O)Nc1ccc(S(=O)(=O)Nn2cnnc2)cc1 | 10.6 | 3.9 | 6.9% | 2.5% | 2.2% | 10.1% | 6.4 | -0.3% | -11.6% | 0.8
CCOC(=O)c1c(NC(C)=O)sc2c1CCCNC2=O | 8.1 | 1.5 | 16.5% | -18.6% | 7.6% | 7.5% | 12.0 | -3.4% | ? | -0.8
Cn1nc(-c2ccccc2)c(COC(=O)c2cccc(Cl)c2)c1S(=O)(=O)c1ccccc1 | -10.4 | -1.6 | -3.2% | ? | . | 2.9% | 7.4 | -1.9% | -1.0% | 25.9
CCCc1cc(=O)[nH]c(SCC(=O)Nc2nc3ccc(OCC)cc3s2)n1 | 7.4 | . | 3.6% | ? | 2.6%[11.5 µM] | 0.2% | -8.7 | -0.8% | 1.5% | -0.3
O=C(CCSc1ccc(Cl)cc1)NC1CCCC1 | 1.6 | -10.4 | 0.6% | 7.7% | 4.1% | 12.1% | -12.3 | 2.7% | 0.4% | ?
COc1ccc(/C=C(\C#N)c2cc(OC)c(OC)cc2[N+](=O)[O-])cc1 | -2.8 | 1.9 | -4.6% | -10.6% | -4.2% | 2.4% | -8.8 | -3.1% | 2.5% | 1.1

Only part of the results is shown. The share of hits here may be higher or lower than overall.
